AMA1-RON2 inh = AMA1-RON2 (P. falciparum) interaction inhibition; Potency, µM (highest dose often 58.2 µM), inactives show at the highest dose activity change, negative = inhibition, hits mostly inhibitors; AlphaScreen AMA1-biotinylated RON2 peptide binding; actives 0.2% (n = 360,000);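 note: potency is the fitted concentration of half-maximal effect; 0% = vehicle wells and -100% = peptide control; nearly all actives have a fitted effect of over 45% in size; some results filed as inactive show a strong effect at the top dose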
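AMA1 (3D7) with his tag at 25 nM final met compounds first, then biotinylated RON2 peptide at 25 nM; detection used donor plus acceptor beads, 10 µg/mL apiece, read by AlphaScreen after 30 min at room temperature.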
CHX counter = counter-screen hit for Shiga toxin inhibitors, cycloheximide; cell reporter, cycloheximide protein synthesis inhibition counterscreen; max response, %; actives 12% (n = 300,000); AID 2314; in the data active = max response mostly above about 13%, no sharp cut-off; inactive = mostly below about 14%; note: read at 38.3 µM for the half of the compounds with a filed dose; 0% is about no effect
Giardia FBPA inh = blocks Giardia fructose-bisphosphate aldolase activity | A8B2U2 | purified Giardia FBPA | Potency, µM (top dose mostly 59.6 µM), inactives show top-dose activity, negative = inhibition, usual class: inhibitors | actives 0.71% (n = 290,000); note: potency is the fitted concentration of half-maximal effect; % is set by controls: 0 for no effect and ±100 for the full control effect; nearly all actives have a fitted effect of over 55% in size
Target sequence (A8B2U2 whole entry, looked up): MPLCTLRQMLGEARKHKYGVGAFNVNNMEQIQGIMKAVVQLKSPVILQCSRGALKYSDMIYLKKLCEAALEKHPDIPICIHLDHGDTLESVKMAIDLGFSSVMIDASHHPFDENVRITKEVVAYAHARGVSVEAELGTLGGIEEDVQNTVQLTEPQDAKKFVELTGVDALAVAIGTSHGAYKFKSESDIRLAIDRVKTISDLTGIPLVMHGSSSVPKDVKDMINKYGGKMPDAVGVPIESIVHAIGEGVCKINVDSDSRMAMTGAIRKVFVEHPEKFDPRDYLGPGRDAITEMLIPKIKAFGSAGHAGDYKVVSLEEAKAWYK
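40 nM FBPA preincubated 10 min at RT with compound (up to 57.5 uM final), then substrate plus GAPDH/TPI/NAD/arsenate coupling and diaphorase/resazurin added. Fluorescence read after 20 min at RT, 525/598 nm.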
AmpC inh detg = AmpC beta-lactamase inhibition with detergent present; P00811; AmpC hydrolysis of nitrocefin, absorbance 480 nm, 0.01% Triton; Potency, µM (titrated, usually from 114 µM), for inactives: at the highest dose activity change, negative = inhibition, usual class: inhibitors; actives 0.041% (n = 370,000); AID 485294;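 note: potency is the fitted concentration of half-maximal effect; 0% = no-compound wells and -100% = no-enzyme wells; nearly all actives have a fitted effect of over 25% in size; some results filed as inactive show a strong effect at the top dose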
Target sequence (P00811 whole entry, looked up): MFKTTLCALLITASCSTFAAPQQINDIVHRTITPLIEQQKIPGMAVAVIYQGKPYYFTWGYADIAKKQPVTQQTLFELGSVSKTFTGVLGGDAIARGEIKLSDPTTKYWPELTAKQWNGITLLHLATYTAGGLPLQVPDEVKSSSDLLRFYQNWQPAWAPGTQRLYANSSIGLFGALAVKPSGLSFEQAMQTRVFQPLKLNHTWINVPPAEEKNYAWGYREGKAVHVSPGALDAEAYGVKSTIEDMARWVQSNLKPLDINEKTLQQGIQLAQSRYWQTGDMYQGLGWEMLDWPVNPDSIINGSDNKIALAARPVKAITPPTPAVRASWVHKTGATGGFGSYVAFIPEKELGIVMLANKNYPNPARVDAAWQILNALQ
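20 mM phosphate pH 7.0 + 0.01% (detergent screen) or 0.0001% Triton X-100; 5.3 nM AmpC reagent; cpd preinc 15 min RT; nitrocefin (800 uM stock) to start; A480 q20 s × 4 min; Activity was normalised to no-enzyme and no-compound control wells.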
HCMV antiviral = human cytomegalovirus inhibition | activity change, negative = inhibition, % at 57.5 µM | actives 4.5% (n = 410,000) | HFF cells, HCMV-luciferase reporter, 72 h; active compounds read low; in the data active = activity change below about -60%; inconclusive = no clear call, values can overlap the other calls; inactive = above about -39%; note: % is set by controls: 0 for no effect and ±100 for the full control effect
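HFF cells seeded 16 h at 37C, treated with compounds, infected with luciferase-reporter HCMV at MOI 1 PFU/cell; luciferase read at 72 h post infection, normalized to buffer-only and Salinomycin controls.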
AmpC no deterg = inhibitors of E. coli AmpC beta-lactamase without detergent; AmpC nitrocefin hydrolysis, absorbance 480 nm, 0.0001% Triton; Potency, µM (doses to about 57.1 µM), inactives show at the highest dose activity change, negative = inhibition, hits mostly inhibitors; actives 0.52% (n = 330,000); P00811;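 note: potency is the fitted concentration of half-maximal effect; plate controls were no compound for no effect and no enzyme for full effect; nearly all actives have a fitted effect of over 20% in size; some results filed as inactive show a strong effect at the top dose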
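AmpC (5.3 nM in the dispensed reagent) in 20 mM phosphate pH 7.0 with 0.01% (detergent screen) or 0.0001% Triton X-100 was preincubated with compounds for 15 min at room temperature. Nitrocefin was then added from an 800 uM solution, and hydrolysis was followed at 480 nm.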
Shiga toxin inh = inhibitors of Shiga toxin in Vero cells; Vero cells, Shiga toxin protein synthesis inhibition reporter; inhibition, % at 38.7 µM; actives 9.2% (n = 290,000); in the data active = inhibition mostly above about 28%, no sharp cut-off; inactive = mostly below about 43%; note: 0% is about no effect
* = called active by the depositor; u = inconclusive; x = no result given; + = active, no number; & = joins results of further samples; [ ] = another dose, or the depositor's remark. Unless noted, calls come from the whole dose curve; as a rule, active = well fitted curve in the direction sought with a large enough effect; inconclusive = small, poorly fitted or top-dose-only effect, or another doubt; inactive = no such curve, though single readings can be large; an effect the other way counts as inactive or inconclusive. Compounds were not picked by outcome. Share with any hit: about 16%.

SMILES | AMA1-RON2 inh | CHX counter | Giardia FBPA inh | AmpC inh detg | HCMV antiviral | AmpC no deterg | Shiga toxin inh
CC(C)C[C@@]12C(=O)N(c3cccc(F)c3)C(=O)N1[C@H](c1ccc(Cl)cc1)[C@@H]1C(=O)N(C3CCCCC3)C(=O)[C@@H]12 | -3.3% | x | x | -6.3% | 1.6 | -36.4% | x
COC(=O)C1CSC(c2ccc(Cl)cc2)N1C(=O)c1ccccc1 (stereo not drawn) | -4.9% | -4.7 | 0.1% | 1.1% | -1.2 | 70.5%[activator] | -4.1
Cn1c(=O)c2c(nc(SCCCO)n2Cc2ccccc2Cl)n(C)c1=O | 0.0% | -3.5 | -2.7% | -1.3% | -25.3 | 46.5% | -14.8
CC1(C)Oc2ccc3ccc(=O)oc3c2-c2cnoc21 | 0.0% | 5.2 | u | 8.9% | 33.3 | u | -4.3
CC(=O)c1cc2c(cc1NC(=O)C1CC1)OCO2 | 4.4% | -1.9 | 4.1% | -5.1% | 10.0 | -43.2% | 7.1
OC(CN1CCOCC1)CN1CCOCC1 | -0.1% | -3.8 | 3.5% | -4.1% | -64.6* | -9.1% | -9.4
COc1cccc(NC(=O)CN2C(=O)NC(Cc3c[nH]c4ccccc34)C2=O)c1 (stereo not drawn) | 5.7% | x | x | x | 15.7 | -29.5% | x
CCN(CC)CCN(C)C(=O)c1ccc(OC2CCN(C(=O)C3CC3)CC2)cc1 | -3.6% | 0.5 | 6.0% | -1.8% | -15.1 | 5.6% | -14.1
CCC(C)C(Nc1ccc(C(=O)OC)cc1[N+](=O)[O-])C(=O)OC (stereo not drawn) | -19.5% | -2.1 | 4.7% | -15.5% | 5.8 | 14.9% | -10.5
Cc1cccc(NS(=O)(=O)c2cc(C(=O)NCCC3=CCCCC3)ccc2Cl)c1 | -15.1% | 1.4 | -0.5% | 6.2% | u | -46.9% | -11.8
COC(=O)Cc1ccc(NC(=S)NCCC(C)C)cc1 | -2.7% | 5.1 | 0.6% | -11.5% | -26.9 | -48.9% | 15.2
COc1cccc(-c2csc(N3CCN(C(=S)Nc4cccc(C)c4)CC3)n2)c1 | 36.9%[activator] | 18.5* | -12.3% | 8.0% | -67.1* | -11.2% | 41.0
CC(=O)NC(Cc1cc(C)ccc1C)C(=O)N1CCN(C(=O)c2ccc(Br)cc2)CC1 (stereo not drawn) | -2.5% | -5.6 | 2.9% | -4.5% | u | 78.2%[activator] | -19.3
O=C1NC(=O)C(c2ccc(Cl)cc2)N1 (stereo not drawn) | 12.1% | -2.1 | -10.8% | -5.2% | 11.8 | -11.5% | -0.7
Oc1ccc(/C=N/N=C/c2ccc(O)cc2)cc1 | -4.4% | 50.0* | 0.4% | 5.1% | 1.7 | -26.5% | 115.1*
COc1ccccc1CNC(=O)c1cc(C)nn1-c1ccccc1 | -10.5% | -2.1 | -2.4% | -2.4% | u | -9.9% | -14.9
Cc1ccc(C)c(S(=O)(=O)Nc2ccc(C(=O)NCC(c3ccco3)N(C)C)cc2)c1 (stereo not drawn) | -3.1% | x | x | u | -23.5 | -13.4% | x
COC(=O)c1cccc(NC(=S)Nc2cc(Cl)ccc2OC)c1 | 81.7%[activator] | 17.1 | -10.6% | -3.0% | -17.1 | -64.4% | 46.7
Clc1ccc(OCc2nnc3n2N=C(c2ccc4c(c2)OCCO4)CS3)c(Cl)c1 | 10.1% | 14.9* | -2.6% | -1.2% | -18.5 | -25.5% | 14.6
c1ccc(C(c2nnnn2C2CCCC2)N2CCN(c3nc4ccccc4s3)CC2)cc1 (stereo not drawn) | -6.2% | 7.6 | -4.3% | 0.7% | -36.9 | -28.5% | 6.6
CCC1C/C(=C\c2cccnc2)C(=O)/C(=C/c2cccnc2)C1 (stereo not drawn) | -18.8% | 38.4* | 1.6% | -18.1% | -98.3* | -15.0% | -3.3
Cc1ccc(O)c(NC(=O)C2=CC(c3ccco3)=NS(=O)(=O)N2C)c1 | 8.9% | 2.3 | -7.2% | -11.4%&-1.7% | 6.9&-0.1 | -29.5% | 8.3
CCOC(=O)C1(CCc2ccccc2)CCN(Cc2ccc(OC)cc2)CC1 | -9.4% | -0.7 | 0.1% | 2.4% | 7.7 | 14.3% | -9.8
Cc1ccc(C(=O)Nc2ccc(Cl)cc2C(F)(F)F)c(Cl)c1 | -1.5% | 30.7* | 0.6% | -0.4% | -8.6 | -17.8% | 56.1*
Cc1ccc(-c2nc(NC(=O)CSc3nnc4scc(-c5ccccc5)n34)ns2)cc1 | -1.5% | -1.9 | -7.2% | -2.5% | 3.8 | -27.1% | -6.6
CCSc1nc(C2CC2)cc(-c2ccco2)c1C#N | 10.8% | -4.1 | 7.5% | -7.4% | -11.3 | -46.5% | -10.3
O=C(N=C1SC2CS(=O)(=O)CC2N1Cc1ccccc1Cl)C1CCCO1 (stereo not drawn) | 0.0% | 7.9 | 8.5% | 0.8% | 19.0 | -0.9% | -5.4
Cc1ccc(N2C(=O)C3C4C=CC(CC4)C3C2=O)c([N+](=O)[O-])c1 (stereo not drawn) | 9.5% | -2.5 | 6.8% | -0.6% | u | -25.5% | -10.1
CSc1nnc(SCC#N)s1 | -3.5% | -1.6 | 4.5% | 1.5% | 26.9 | 2.0% | -4.4
CC(Cc1cccnc1)NC(=O)c1cc(COc2ccc(F)cc2Cl)on1 (stereo not drawn) | -12.9% | 14.7 | x | 10.8% | -5.9 | 88.8%[activator] | 35.4
CC1(C)C2CCC1(CS(=O)(=O)N1CCC(C(N)=O)CC1)C(=O)C2 (stereo not drawn) | -14.4% | -1.8 | x | 7.0% | -39.9 | -13.3% | 11.0
COc1ccc2c(c1)Sc1ccccc1N2CCN(C)C | u | -1.6 | u | u | x | 16.3% | -12.6
Cc1c(C(c2ccc(Br)cc2)c2c(O)c3ccccc3oc2=O)c(=O)n(-c2ccccc2)n1C (stereo not drawn) | 2.5% | -4.5 | 7.8% | -6.7%&-6.5% | -32.6&-7.4 | -13.3% | 45.7
CCSC(C)CC1C/C(=N/O)c2c(CC)noc2C1 (stereo not drawn) | -8.7% | 2.9 | 5.9% | 0.1% | -33.4 | 1.0% | 4.1
COc1ccc(C)cc1NCc1cccc(OC)c1OC | u | -2.9 | u | 0.7% | 30.4 | -8.9% | -4.5
COc1ccc(OC)c(-n2nnnc2SCC(=O)Nc2ccccc2OC)c1 | -6.1% | 1.6 | -12.8% | 8.1% | 18.1 | -7.4% | x
O=C(O)CC(SCC(=O)NC1CCCc2ccccc21)C(=O)O (stereo not drawn) | 8.2% | -2.0 | 1.3% | 1.3% | 0.2 | -12.4% | -2.3
Oc1cc(Br)ccc1C=Nc1ccc(N2CCCCC2)cc1 | -5.8% | 10.4 | -26.6% | -0.1% | 11.8 | -34.9% | 34.5
COc1ccc(OC)c(C(=O)CSc2nccc(-c3ccc(Br)cc3)n2)c1 | -3.1% | -3.1 | -2.7% | -1.2% | u | u | 13.0
COc1cc(OC)cc(-c2oc(=O)c3cc(OC)c(OC)cc3c2C#CCCO)c1 | 2.5% | x | x | x | 4.5 | 6.8% | x
CCCN(Cc1ccccc1)C(=O)Nc1ccc2c(c1)nnn2C | 2.2% | 18.9* | -19.0% | 1.6% | -0.7 | -0.1% | 40.0*
C[C@@H](C(=O)Nc1ccccc1N1CCOCC1)N1C(=O)C2CCCCC2C1=O (stereo partly drawn) | 12.0% | x | x | x | 61.4 | -0.2% | x
COC(=O)Cc1[nH]nc2c1C(c1c[nH]c3ccccc13)C(C#N)=C(N)O2 (stereo not drawn) | 1.8% | -4.2 | -28.4% | -11.7% | 54.6 | -13.3% | -16.3
CSc1ccccc1-c1nnc(-c2ccc(Cl)cc2)o1 | 11.5% | 29.0* | -6.2% | -0.5% | 151.3 | -21.3% | +
Cn1cnc(S(=O)(=O)Nc2ccc(OC(F)F)cc2)c1 | 0.7% | -1.0 | 0.6% | u | 42.5 | -11.2% | 14.7
O=C(Nc1ccc(Cl)cc1)Nc1cccc2nsnc12 | 32.1%[activator] | 63.6* | -10.3% | -17.6% | 80.4 | -44.9% | 113.9*
CCC(C(=O)NCc1cccnc1)n1nc(C)n2c(cc3occc32)c1=O (stereo not drawn) | -7.9% | 1.0 | 3.4% | 0.3% | 0.0 | -4.7% | -7.4
Cc1ccccc1SCc1noc(C(=O)NCC2CCCO2)c1C(=O)O (stereo not drawn) | -0.5% | -4.4 | 11.8% | -9.4% | 3.5 | -10.9% | 18.5
CCCCCCCn1ccc(O)c(CC(=O)OC)c1=O | 0.1% | -6.0 | 1.1% | -14.6% | 45.2 | -21.0% | 16.0
COC(=O)c1ccc(C(=O)OC)c(N)c1 | x | 13.0 | 1.6% | u | x | -12.2% | 17.1
COc1ccc(N2CCN(C(CNC(=O)C(=O)NCc3cccs3)c3ccco3)CC2)cc1 (stereo not drawn) | -3.9% | 12.0 | -1.8% | -6.1% | 0.0 | -14.2% | 12.8
CC(C)CNC(=O)c1cc(S(=O)(=O)N2CCOCC2)ccc1N1CCCC1 | 4.9% | -0.8 | x | -13.6% | 41.9 | -6.0% | -7.5
COc1ccc(C2CC(c3ccc(C)cc3)=NN2C(=O)CCC(=O)O)cc1OC (stereo not drawn) | x | -1.3 | 5.9% | u | -16.1 | -19.8% | -4.1
COc1ccc(C(CNC(=O)c2ccc(NS(=O)(=O)c3ccc4c(c3)OCCO4)cc2)N(C)C)cc1 (stereo not drawn) | -17.8% | x | x | -0.6% | -30.1 | -4.0% | x
O=S(=O)(Nc1nc2ccccc2nc1N1CCN(c2ccccc2)CC1)c1ccc(F)cc1 | -23.2% | -4.0 | 8.2% | u | 9.7 | -34.9% | 2.7

Reprinted at random: five records from the list
SMILES | AMA1-RON2 inh | CHX counter | Giardia FBPA inh | AmpC inh detg | HCMV antiviral | AmpC no deterg | Shiga toxin inh
CCCCCCCn1ccc(O)c(CC(=O)OC)c1=O | 0.1% | -6.0 | 1.1% | -14.6% | 45.2 | -21.0% | 16.0
COC(=O)c1ccc(C(=O)OC)c(N)c1 | x | 13.0 | 1.6% | u | x | -12.2% | 17.1
COc1ccc(C2CC(c3ccc(C)cc3)=NN2C(=O)CCC(=O)O)cc1OC (stereo not drawn) | x | -1.3 | 5.9% | u | -16.1 | -19.8% | -4.1
COc1ccc(C(CNC(=O)c2ccc(NS(=O)(=O)c3ccc4c(c3)OCCO4)cc2)N(C)C)cc1 (stereo not drawn) | -17.8% | x | x | -0.6% | -30.1 | -4.0% | x
CC(C)CNC(=O)c1cc(S(=O)(=O)N2CCOCC2)ccc1N1CCCC1 | 4.9% | -0.8 | x | -13.6% | 41.9 | -6.0% | -7.5

From PubChem
